High-throughput results from PubChem BioAssay.
Yeast superoxide = lowers age-related superoxide in aged yeast cells | 0.18% of 330,000 active | superoxide response (% of plate mean), % at 10 µM | S. cerevisiae aged cells, superoxide DHE fluorescence; hits give low values;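 active means superoxide response under a set limit, about three screen SD below normal, cut at about 65% in these data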;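 further: yeast aged for seven days with compound at 30 °C before DHE staining; 100% = average MFI of all compound-treated wells on the plate with controls excluded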
CIT2-GFP yeast = alters CIT2-GFP fluorescence in TOR pathway yeast screen; 0.065% of 320,000 active; S. cerevisiae CIT2-GFP strain, flow cytometry, 3 h; 100 means same as DMSO wells; GFP response vs DMSO, % at 10 µM;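 active means GFP response relative to DMSO above a set limit, near the screen mean plus 3 SD, cut at about 150% in these data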;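 further: ratio of well median GFP fluorescence to mean of DMSO wells on the plate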
MCL1 BIM primary = inhibitors of human MCL1 binding to BIM-BH3 peptide; Q07820; GST-MCL1 / FITC-Bim-BH3 fluorescence polarization; inhibition, % at 10.9 µM; 0.68% of 320,000 active; AID 2057;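 active means inhibition above the mean inhibition of all tested compounds plus 3 SD, set per campaign, cut at about 40% in these data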;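 further: 0% = DMSO wells and 100% = unlabeled Bim-BH3 peptide control; higher means more loss of mP so more displacement of Bim peptide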
Target sequence (Q07820 whole entry, looked up): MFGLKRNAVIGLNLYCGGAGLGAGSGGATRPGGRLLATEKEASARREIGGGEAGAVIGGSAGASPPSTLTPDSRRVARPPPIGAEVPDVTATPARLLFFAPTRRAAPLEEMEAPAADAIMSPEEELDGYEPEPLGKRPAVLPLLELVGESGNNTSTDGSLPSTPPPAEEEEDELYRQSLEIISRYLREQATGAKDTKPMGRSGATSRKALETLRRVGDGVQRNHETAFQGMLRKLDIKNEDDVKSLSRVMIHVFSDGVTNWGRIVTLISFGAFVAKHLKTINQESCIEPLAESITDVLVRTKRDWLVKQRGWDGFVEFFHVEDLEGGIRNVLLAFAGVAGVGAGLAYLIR
GLD-1 RNA inh = GLD-1-TGE RNA interaction inhibition (C. elegans); purified GLD-1 + fluorescein TGE RNA, fluorescence polarization; inhibition, % at 5.96 µM; 0.44% of 320,000 active; AID 2280;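 active means percent inhibition above a per-plate cutoff, the plate mean of test compounds plus 3 SD, cut at about 30% in these data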;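 further: 0% = DMSO wells with GLD-1 and probe and 100% = wells lacking GLD-1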
VLA-4 inh = inhibition in a human VLA-4 binding assay. P13612. VLA-4 expressing cells, ligand binding flow cytometry. inhibition, % (about 7 µM as worked out from the volumes in the protocol). 0.2% of 330,000 active. AID 2557; in the data active means inhibition above about 50%
GRK2 aptamer HTS = blocks RNA aptamer binding to human GRK2 | P25098 | bead flow cytometry, FAM-aptamer displacement from GRK2 | inhibition of aptamer binding, % at 10 µM | 0.59% of 330,000 active | AID 488847;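 active means inhibition of aptamer binding above 40%, roughly 3 SD of noise, on plates passing a quality check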;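 further: median bead fluorescence of bound FAM aptamer so fluorescent compounds give negative values; no value below 0 was filed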
MEX-5 binding = C. elegans MEX-5 TCR-2 RNA binding activity; Q9XUB2; activity score (negative = inhibition of binding), % at 10 µM; 0.38% of 300,000 active; MEX-5/FITC-TCR2 RNA binding, fluorescence polarization; hits give low values;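 active means inhibition past about -25% in most replicates, and total fluorescence under double the plate's negative control median, limit read from the data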;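 further: 0% = DMSO and -100% = 5 µM competing unlabeled TCR2 RNA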
Target sequence (Q9XUB2 whole entry, looked up): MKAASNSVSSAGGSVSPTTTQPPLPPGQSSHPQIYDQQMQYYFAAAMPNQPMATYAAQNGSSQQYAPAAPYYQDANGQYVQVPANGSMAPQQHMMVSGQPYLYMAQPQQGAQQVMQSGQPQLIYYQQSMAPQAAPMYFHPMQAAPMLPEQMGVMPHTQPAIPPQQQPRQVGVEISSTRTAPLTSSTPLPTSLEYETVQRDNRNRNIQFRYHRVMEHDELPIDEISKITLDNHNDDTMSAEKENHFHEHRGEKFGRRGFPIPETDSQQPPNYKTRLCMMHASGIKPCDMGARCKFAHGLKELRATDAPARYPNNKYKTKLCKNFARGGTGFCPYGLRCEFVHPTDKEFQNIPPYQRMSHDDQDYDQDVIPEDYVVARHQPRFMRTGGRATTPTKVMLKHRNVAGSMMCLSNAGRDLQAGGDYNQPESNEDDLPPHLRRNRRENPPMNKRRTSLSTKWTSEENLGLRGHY
BCLXL inh = inhibitors of human Bcl-xL. Q07817. GST-Bcl-xL / FITC-Bim BH3 peptide fluorescence polarization. inhibition, % at 10.9 µM. 0.7% of 320,000 active. AID 2129;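 active means inhibition above the mean of all tested compounds plus 3 SD, cutoff set per campaign, cut at about 30% in these data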;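 further: 0% = DMSO wells and 100% = unlabeled Bim-BH3 peptide competitor; inhibitors lower millipolarization by displacing the labeled peptide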
Target sequence (Q07817 whole entry, looked up): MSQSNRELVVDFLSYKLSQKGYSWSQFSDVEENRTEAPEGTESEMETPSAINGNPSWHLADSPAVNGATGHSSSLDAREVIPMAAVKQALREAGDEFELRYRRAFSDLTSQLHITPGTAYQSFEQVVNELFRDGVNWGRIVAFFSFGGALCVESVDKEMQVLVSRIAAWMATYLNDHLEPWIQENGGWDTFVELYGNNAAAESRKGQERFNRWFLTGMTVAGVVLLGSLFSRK
AGP1 TOR yeast = modulators of TOR pathway AGP1-GFP in S. cerevisiae | S. cerevisiae AGP1-GFP multiplex flow cytometry, 3 h; GFP as percent of DMSO wells | GFP response vs DMSO, % at 10 µM | 0.02% of 320,000 active | AID 2066;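 active means GFP response relative to DMSO above a set limit, near screen average plus 3 SD, cut at about 150% in these data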;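 further: median GFP channel fluorescence of the gated AGP1 strain per well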
* marks the source's active call; other numbers are inactive results; i = inactive; / = no result given.

SMILES	Yeast superoxide	CIT2-GFP yeast	MCL1 BIM primary	GLD-1 RNA inh	VLA-4 inh	GRK2 aptamer HTS	MEX-5 binding	BCLXL inh	AGP1 TOR yeast
Cc1nc(N2CCN(S(=O)(=O)c3ccc(Br)cc3)CC2)c2c(C)c(C)sc2n1	95	87	-2	-1	2	0	1.0	5	99
CCCN(CCC)C(=O)Cn1c(=O)n(CCCC(=O)NCc2ccco2)c(=O)c2sccc21	91	107	3	-1	2	3	0.2	4	105
Cn1cccc1/C=N/NC(=O)CSc1nc2ccccc2n1C	104	108	2	0	21	3	1.5	3	113
O=C(CN1CCOC1=O)N1CCCC(N2CCN(c3cccc(C(F)(F)F)c3)CC2)C1 (centres undefined)	130	104	13	3	6	0	/	5	104
CCOC(CNC(=O)c1ccc2c(c1)ncn2-c1ccc(F)c(F)c1)OCC	97	99	3	-8	1	3	2.2	2	106
Cc1ccc2c(c1)C(c1ccc(N3CCOCC3)cc1)=NNC(c1cccs1)=N2	101	/	-1	5	-3	100*	0.6	0	104
Cc1cc(OCC(=O)NCCO)ccc1Cl	97	99	8	5	-6	3	1.8	1	98
COc1ccc(NC(=O)N2CCN(c3ccc([N+](=O)[O-])cc3)CC2)cc1	86	102	2	11	16	2	0.2	8	105
CC1CC(C)CN(C(=S)Nc2ccc(SC(F)F)cc2)C1 (centres undefined)	102	95	0	43*	4	0	0.0	3	96
Cc1cccc(S(=O)(=O)Nc2nc3ccccc3nc2NCc2ccc3c(c2)OCO3)c1	113	99	-4	6	13	2	3.3	-2	98
CC(=O)c1c(C)[nH]c(C(=O)NCc2ccccn2)c1C	104	103	4	-3	3	1	2.4	-3	104
O=C(c1ccccn1)N1N=C2/C(=C/c3ccccc3)CCCC2C1c1ccccc1 (centres undefined)	108	95	11	3	13	7	-1.1	6	91
O=C(c1ccc(F)cc1)N1CCCC(N2CCN(Cc3ccc4c(c3)OCO4)CC2)C1 (centres undefined)	122	102	-8	3	-14	0	-3.1	1	108
Cc1ccc(CNC(=O)c2coc(=O)c3ccccc23)o1	101	93	6	3	13	2	-4.2	3	98
CSCCC(NC(=O)c1ccccc1)C(=O)N1CCN(C(=O)c2ccccc2)CC1 (centres undefined)	97	98	/	0	1	4	/	/	97
CCN(CC)C(=O)C1CCN(S(=O)(=O)c2ccc(C3CNC(=O)C3)cc2)CC1 (centres undefined)	98	103	0	5	-200	0	3.3	2	103
CCN(C(=O)COC(=O)c1cccnc1)c1cccc2ccccc12	99	103	/	2	29	0	/	/	103
COc1ccc2cc(CN(CCCN3CCOCC3)Cc3nnnn3C3CCCC3)c(=O)[nH]c2c1	107	104	0	2	20	0	0.6	2	108
CCN(C(=O)COC(=O)c1ccc(=O)n(Cc2ccccc2)n1)C1CCCCC1	106	91	5	2	1	3	/	2	93
Cc1[nH]c2ccccc2c1CN1CCN(c2ccccn2)CC1	89	102	11	2	0	1	-0.5	6	98
Cc1c(N=C2N=C(NC(=O)c3ccc(F)cc3)c3ccccc32)c(=O)n(-c2ccccc2)n1C	98	126	-10	-8	-42	3	-9.4	-11	118
COc1ccc(N2CCN(S(=O)(=O)c3ccc4c(c3)CC(C)N4C(=O)C3CC3)CC2)cc1 (centres undefined)	86	98	0	12	0	0	2.0	2	101
Cc1ccc(N(Cc2cc3ccc(C)cc3[nH]c2=O)C(=O)c2ccco2)cc1	101	96	12	2	2	5	-0.5	9	105
COc1ccc(CN2C(=O)c3ccccc3C(/C=N\OCc3ccc(C)cc3)C2=O)cc1 (centres undefined)	101	103	-7	-2	15	14	2.4	1	110

As entered above:
MEX-5 binding with Cc1ccc(CNC(=O)c2coc(=O)c3ccccc23)o1 stands at -4.2
GLD-1 RNA inh with CC1CC(C)CN(C(=S)Nc2ccc(SC(F)F)cc2)C1 (centres undefined) stands at 43*
GLD-1 RNA inh with CSCCC(NC(=O)c1ccccc1)C(=O)N1CCN(C(=O)c2ccccc2)CC1 (centres undefined) stands at 0

Other entries:
SMILES	Yeast superoxide	CIT2-GFP yeast	MCL1 BIM primary	GLD-1 RNA inh	VLA-4 inh	GRK2 aptamer HTS	MEX-5 binding	BCLXL inh	AGP1 TOR yeast
CCC(=O)NC(=S)Nc1ccc(NC(=S)NC(=O)c2ccc(C)cc2)cc1	119	102	14	11	0	2	-4.5	2	100
O=C(c1cccs1)N1CCCC(c2nc3c(nnn3Cc3ccccc3)c(=O)[nH]2)C1 (centres undefined)	95	114	9	4	-2	0	0.0	5	99
c1cc2c(cc1-c1[nH]ncc1CN1C[C@H]3CC[C@H]1C3)OCO2	101	/	-1	3	1	0	0.1	3	100
CCOC(=O)CNC(=O)CSc1nc2nc(C)c(Br)cc2[nH]1	96	100	-8	3	16	3	-1.2	-9	/
O=c1[nH]c2ccccc2c2nc3ccccn3c12	85	93	-2	3	7	3	1.0	3	99
COc1cc(/C=N/n2cnnc2)ccc1OC(=O)c1cccnc1	110	102	2	4	-13	0	0.1	0	104
Cn1cccc1CNC(=S)Nc1ccccc1F	116	89	1	-1	2	3	0.5	0	104
O=C(NCC(=O)N1CC=C(c2ccccc2)CC1)c1ccco1	100	106	-1	6	4	0	-0.1	12	105
Cc1cccc(NC(=O)[C@H](C)NC(=O)[C@@H]2Cc3ccccc3CN2C(=O)OC(C)(C)C)c1	85	91	1	9	-7	0	0.7	2	90
CCN(Cc1nc2ccccc2c(=O)[nH]1)C(=O)COc1ccccc1-c1ccccc1	83	97	5	3	15	1	/	3	98
O=C(CN(Cc1ccccc1)C(=O)CCC(=O)Nc1nccs1)NCc1ccccc1	106	102	8	4	-3	1	4.8	4	102
COc1ccc(Nc2nc(C)cc(C)c2C#N)c(OC)c1	87	103	-6	2	27	1	1.1	6	96
CC(C)(C)c1ccc(-n2nc(C(N)=O)c(O)cc2=O)cc1	96	94	6	1	14	0	-1.7	0	94
C[n+]1cnn2c1SCC1(COC1)C2	113	106	-27	2	2	4	-2.1	-19	112
COc1ccc(C(=O)c2c(C)c3cc(C)ccc3n2CC(O)CN2CCOCC2)cc1 (centres undefined)	94	103	-1	6	9	0	-1.7	4	102
OC(CNCc1ccc(-c2ccccc2)cc1)c1ccccc1 (centres undefined)	90	90	6	-1	-13	2	-0.8	5	101
Cc1ccccc1C(=O)NCC(=O)NC1CC1	95	94	/	-2	6	0	/	/	99
COc1cccc(OC)c1C(=O)Nc1ccc(C(=O)c2ccncc2)cc1	100	87	6	-1	4	2	-1.1	2	98
O=C1CN(C(=O)CN2CCCC2)C(c2ccccc2)c2cc(Br)ccc2N1 (centres undefined)	81	97	4	-5	-20	0	0.7	6	109
Cc1csc(C(C)N(C)C(=O)CCc2nnc(CCc3ccccc3)o2)n1 (centres undefined)	104	102	2	2	1	0	1.4	2	96
Cc1c(C(=O)N(Cc2ccccc2)Cc2cccs2)cnn1-c1ccc(Cl)cc1	93	92	-4	5	4	1	-1.5	-1	106
COc1cc(C(=O)NNC(=O)C2CSC3(C)CCC(=O)N23)cc(OC)c1OC (centres undefined)	114	100	-15	8	7	2	/	-5	105
COc1ccc(/C=C(\NC(=O)c2ccc(OC)cc2)C(=O)Nc2cccc(C(=O)O)c2)cc1	90	93	/	/	26	0	0.1	/	99
CCCCOc1ccc([N+](=O)[O-])cc1C(=O)O	109	92	-4	7	8	0	-4.7	-2	100
COC(=O)c1ccc(NC(=O)c2ccccc2)o1	132	112	-1	-3	14	1	-0.9	2	96
COc1ccc(OC)c(C2=NOC(C(=O)NCCN3CCOCC3)C2)c1 (centres undefined)	97	101	0	-1	-3	2	-0.1	-2	102
CC1(C)Cc2c(c(-c3ccccc3)nc3[nH][nH]c(=O)c23)CO1	112	104	-7	3	-9	0	-2.7	0	100
COc1ccc(CC(=O)NNc2ncnc3c2cnn3C)cc1	94	100	2	8	6	3	-0.4	3	100
N#C/C(=C\c1cccc(OCC(=O)O)c1)c1nc2ccccc2[nH]1	99	105	-2	-7	-9	0	-2.5	3	103
COc1cccc(CN2CCN(C3CCN(c4cccc(C)c4C)CC3)CC2CCO)c1 (centres undefined)	104	90	1	-2	0	1	-0.8	4	105
O=C(COc1nsnc1N1CCOCC1)Nc1cccc(Cl)c1	104	91	3	1	10	5	0.0	0	87
O=C(/C=C/c1c(F)cccc1Cl)N1CCc2ccccc2C1	119	88	-4	0	-3	1	0.3	1	86
Cc1cc(N)n(-c2ncnc3scc(-c4ccccc4)c23)n1	101	98	9	-2	i	17	1.5	5	105
CCN(Cc1ccccc1)C(=O)c1c[nH]c2ccc(S(=O)(=O)N(C)CCC#N)cc2c1=O	100	116	4	0	-19	0	-0.1	6	101
O=S(=O)(c1ccccc1)c1cnc2ccccc2c1	99	78	-1	-5	-1	0	2.3	4	94
CN(c1ccccc1C(=O)N1CCc2ccccc2C1)S(C)(=O)=O	84	89	-2	4	20	0	1.7	4	100
Cc1ccc(Nc2c(-c3ccc(N4CCOCC4)cc3)nc3ncccn23)cc1C	100	93	2	-2	31	0	-2.3	9	95
CCCCN(CCCC)CCC(O)c1cc2c(Cl)cc(Cl)cc2c2cc(C(F)(F)F)ccc12 (centres undefined)	93	82	5	6	38	0	/	3	85
CC1CCc2sc(C(=O)N(C)CC(=O)Nc3cccc(F)c3)cc2C1 (centres undefined)	97	109	-17	0	3	0	0.5	-10	90
CC(=O)N/C(=N\OCc1ccccc1Cl)c1nonc1NC(C)=O	108	96	2	-6	17	2	-2.1	-1	99
Cc1cc(C)nc(N2N=C(C(F)(F)F)CC2=O)n1	103	/	1	6	-8	0	-1.0	3	/
Brc1cccc(CSc2nnc(-c3ccncc3)o2)c1	122	112	-3	6	0	2	/	2	100
COc1ccc(N2CCN(C(=O)[C@H](C)NC(=O)c3ccccc3Cl)CC2)cc1	107	100	3	1	10	4	1.7	-1	100
CCN(CC)CC(=O)Nc1sc(C)cc1C(=O)c1ccc(C)cc1	102	102	2	1	6	0	0.0	4	102
CCC1CSC(Nc2ccc(C(=O)/C=C/c3ccc(OC)c(OC)c3)cc2)=N1 (centres undefined)	95	113	-2	2	-7	48*	-0.2	5	99
CNC(=O)c1ccc(CNC(=O)OCC(F)(F)F)cc1	92	110	-1	4	-12	0	-2.0	-4	107
O=C(Cc1ccccc1)Nc1ccc(N2CCN(Cc3ccccc3F)CC2)cc1	90	101	7	1	2	3	-7.2	3	105
COc1ccc(N2CCN(CCC(N)=O)CC2)cc1	98	118	0	3	18	0	-1.2	0	96

GRK2 aptamer HTS, entries above that show a hit.
SMILES | CIT2-GFP yeast | MCL1 BIM primary | GLD-1 RNA inh | VLA-4 inh | GRK2 aptamer HTS | MEX-5 binding | BCLXL inh | AGP1 TOR yeast
Cc1ccc2c(c1)C(c1ccc(N3CCOCC3)cc1)=NNC(c1cccs1)=N2 | / | -1 | 5 | -3 | 100* | 0.6 | 0 | 104
CCC1CSC(Nc2ccc(C(=O)/C=C/c3ccc(OC)c(OC)c3)cc2)=N1 (centres undefined) | 113 | -2 | 2 | -7 | 48* | -0.2 | 5 | 99

Other records follow:
SMILES	Yeast superoxide	CIT2-GFP yeast	MCL1 BIM primary	GLD-1 RNA inh	VLA-4 inh	GRK2 aptamer HTS	MEX-5 binding	BCLXL inh	AGP1 TOR yeast
COCC(=O)OCC(=O)Nc1cc(C(C)(C)C)nn1-c1ccccc1	91	102	3	-2	23	1	-1.6	0	105
O=C1C2C3C=CC(C4CC34)C2C(=O)N1CCc1ccccc1 (centres undefined)	118	95	-13	-2	3	0	-1.0	2	98
S=c1[nH]nc(CCc2ccccc2)n1-c1ccccc1	104	99	-5	-5	-1	1	-0.4	-3	112
Cc1[nH]c(C(=O)O)c(C)c1C(=O)OC(C)C	104	88	2	1	-3	0	-0.2	1	92
CCOc1ccc(N(CC(=O)O)S(=O)(=O)c2ccc(OC)c(OC)c2)cc1	109	99	0	1	0	0	-0.9	-1	96
